# IL-1B inflam inh: blocks inflammasome-driven IL-1 beta release; actives 4.7% (n = 360,000); AID 743279; THP-1 LPS/ATP IL-1B secretion, AlphaLISA, 16 h; stronger effect = lower value; activity change, % at 57.5 µM; in the data active = activity change below about -50%; inconclusive = mostly about -30% to -49%; also: % is scaled to controls: 0 for no effect and ±100 for the full control effect
#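 Secreted IL-1B measured by AlphaLISA bead assay after 16 h compound exposure of THP-1 cells; compounds (final up to 57.5 uM) added 1 h before LPS (250 ng/mL) and ATP (1.25 mM) stimulation; lower signal means less secretion.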
# GLP-1R agonist: GLP-1 receptor (human) agonism. HEK293 GLP-1R CRE-luciferase, luminescence, 4-6 h; cells express a hypersensitive GLP-1R form. P43220. Potency, µM (doses to about 45.6 µM), for the others: top-dose activation, hits mostly activators. actives 0.007% (n = 380,000). AID 624172; also: potency is read from the fitted curve at half-maximal effect; % of control where 0% means no effect
# Target sequence (P43220 whole entry, looked up): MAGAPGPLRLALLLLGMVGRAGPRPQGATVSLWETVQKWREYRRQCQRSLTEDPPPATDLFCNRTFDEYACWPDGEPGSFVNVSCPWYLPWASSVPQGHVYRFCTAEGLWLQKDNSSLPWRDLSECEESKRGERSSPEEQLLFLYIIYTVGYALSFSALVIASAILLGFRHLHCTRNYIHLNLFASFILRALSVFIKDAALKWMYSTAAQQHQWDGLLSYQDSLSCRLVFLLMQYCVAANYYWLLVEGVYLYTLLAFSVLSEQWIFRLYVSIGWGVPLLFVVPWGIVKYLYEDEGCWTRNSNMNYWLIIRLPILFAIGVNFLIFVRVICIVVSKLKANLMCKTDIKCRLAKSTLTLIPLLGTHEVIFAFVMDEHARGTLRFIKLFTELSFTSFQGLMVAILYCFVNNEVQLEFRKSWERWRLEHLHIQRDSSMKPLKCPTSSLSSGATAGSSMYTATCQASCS
# KB-3-1 tox: KB-3-1 parental cell cytotoxicity; KB-3-1 viability, CellTiter-Glo ATP luminescence, 72 h; Potency, µM (titrated, usually from 46.1 µM), without a hit: at the highest dose activity change, negative = cytotoxic, most hits filed as cytotoxic; actives 1.4% (n = 400,000); AID 1347075; also: potency is read from the fitted curve at half-maximal effect; % is scaled to controls: 0 for no effect and ±100 for the full control effect; nearly all actives have a fitted effect of over 60% in size
#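 Parental KB-3-1 adenocarcinoma cells in phenol-red-free DMEM with 10% FBS were pin-treated with compounds at several concentrations, incubated 72 h at 37 °C, and viability read by CellTiter-Glo luminescence; concentration-effect curves were fitted after normalization.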
# HT1080NT lethal: kills 2HG-producing HT-1080-NT fibrosarcoma cells; HT-1080-NT fibrosarcoma viability, CellTiter-Glo ATP luminescence, 48 h; Potency, µM (doses to about 46.1 µM), without a hit: top-dose activity, negative = less viability, usual class: cytotoxic; actives 1.6% (n = 360,000); AID 686970;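 also: NT is the 2HG producing partner of a matched IDH1 knockdown line; potency is read from the fitted curve at half-maximal effect; 0% = DMSO-treated cells and -100% = media-only wells without cells; nearly all actives have a fitted effect of over 55% in size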
#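 Viability of the 2HG-overproducing fibrosarcoma line after 48 hours of compound exposure at 37 degrees C was determined by luminescence with CellTiter-Glo, and concentration-effect curves were then fitted and categorized.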
# SW480 rerep: DNA re-replication induction in SW480 cells; SW480 DNA re-replication, Hoechst DNA content imaging, 48 h; Potency, µM (highest dose often 46.1 µM), inactives show top-dose re-replication activation, hits mostly activators; actives 1.8% (n = 340,000); also: potency is read from the fitted curve at half-maximal effect; % of control where 0% means no effect; nearly all actives have a fitted effect of over 55% in size
#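 250 cells/well; 23 nL cpd via pin tool; 48 hr, 37 C, 5% CO2; Hoechst 40 min; imager read of total nuclear intensity, ex 405/em 500-530 nm.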
# KB-V1 MDR tox: KB-V1 MDR subline cytotoxicity. KB-V1 MDR cells viability, CellTiter-Glo, 72 h. Potency, µM (titrated, usually from 46.1 µM), without a hit: at the highest dose activity change, negative = cytotoxicity, usual class: cytotoxic. actives 3.4% (n = 400,000); also: potency is read from the fitted curve at half-maximal effect; % is scaled to controls: 0 for no effect and ±100 for the full control effect; nearly all actives have a fitted effect of over 60% in size
#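 Cytotoxicity toward P-gp-expressing KB-V1 cells was determined as loss of CellTiter-Glo luminescence after 72 h at 37 degrees C. Compounds were tested in quantitative HTS format across a concentration range, with curves fitted to normalized data.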
# DRD3 agonist: agonists of human D3 dopamine receptor; P35462; max activation, %; AID 652048; actives 0.58% (n = 410,000); D3R DiscoveRx beta-arrestin cells, luminescence, 90 min; in the data active = max activation above about 30%; also: 0% is about no effect; mostly tested at two doses, the higher about 12 µM
# Target sequence (P35462 whole entry, looked up): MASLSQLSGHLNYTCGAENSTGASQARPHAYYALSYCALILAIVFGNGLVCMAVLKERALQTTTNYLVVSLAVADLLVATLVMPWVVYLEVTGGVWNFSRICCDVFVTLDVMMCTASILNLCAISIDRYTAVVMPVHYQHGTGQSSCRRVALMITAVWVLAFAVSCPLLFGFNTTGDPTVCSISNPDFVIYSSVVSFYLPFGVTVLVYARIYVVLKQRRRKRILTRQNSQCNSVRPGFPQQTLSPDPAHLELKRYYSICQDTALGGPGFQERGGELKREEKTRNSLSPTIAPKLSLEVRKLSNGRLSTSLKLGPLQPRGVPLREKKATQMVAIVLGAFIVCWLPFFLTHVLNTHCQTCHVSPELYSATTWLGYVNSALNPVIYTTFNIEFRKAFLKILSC
#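 Agonist mode: compounds and dopamine controls were applied to plated cells for 90 min at 37 degrees C after an overnight attachment at 1500 cells/well. Luminescent read-out followed 30 - 60 minutes at room temperature with DiscoveRx detection reagent.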
# HT1080 IDH1KD tx: toxicity to HT-1080 IDH1 knockdown cells (counter line); HT-1080 IDH1 knockdown viability, ATP luminescence, 48 h; AID 686971; Potency, µM (doses to about 46.1 µM), for inactives: at the highest dose activity, negative = toxicity, most hits filed as cytotoxic; actives 2% (n = 360,000);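 also: potency is read from the fitted curve at half-maximal effect; 0% = DMSO wells and -100% = cell-free medium wells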
#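 Cytotoxicity counter-line: IDH1KD HT-1080, 48 h, CellTiter-Glo. Curves classed by r2, magnitude and activity.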
# D3 antag: blocks the human D3 dopamine receptor; AID 652054; max response, negative = inhibition, %; actives 2.5% (n = 360,000); D3R cells, DiscoveRx beta-arrestin luminescence, antagonist mode; stronger effect = lower value; P35462; in the data active = max response below about -50%; inconclusive = no clear call, values can overlap the other calls; also: % is scaled to controls: 0 for no effect and ±100 for the full control effect; mostly tested at two doses, the higher about 12 µM
#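 Cells plated overnight at 1500 cells/well, then exposed to library compounds with dopamine controls for 90 minutes at 37 degrees C. DiscoveRx reagent added for 30–60 minutes at room temperature; luminescence read, quantitative HTS format.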
# Numbers without * were called inactive; ? = inconclusive; nt = not tested or not shown; & = joins results of further samples; [ ] = another dose, or the depositor's remark. Unless noted, calls follow the shape of the dose curve; as a rule, active = well fitted curve in the direction sought with a large enough effect; inconclusive = small, poorly fitted or top-dose-only effect, or another doubt; inactive = no such curve, though single readings can be large; an effect the other way counts as inactive or inconclusive.
SMILES,IL-1B inflam inh,GLP-1R agonist,KB-3-1 tox,HT1080NT lethal,SW480 rerep,KB-V1 MDR tox,DRD3 agonist,HT1080 IDH1KD tx,D3 antag
O=C(Oc1cc(-c2ccccc2)no1)c1ccc(F)cc1,19.1,-17.3%,9.4%,7.0%,0.8%,10.6%,0.0,13.0%,3.8
O=[N+]([O-])c1cccnc1NCc1cccs1,0.0,9.7%,2.8%,4.6%,-5.8%,15.0%,-1.1,3.0%,2.5
COCCn1c(SCC(=O)OCc2ccccc2)nc2c1c(=O)[nH]c(=O)n2C,-21.9,-1.3%,3.9%,-5.6%,0.9%,?,3.3,0.7%,11.9
COc1ccc(C(=O)c2nccc3ccccc23)cc1,-3.8,9.1%,-17.5%,4.0%,-18.6%,-19.6%,-4.5,1.8%,-4.5
CCN1CCN(C(=O)CS(=O)(=O)Cc2nc(-c3ccc(C)cc3)oc2C)CC1,-1.8,-0.6%,-0.2%,-9.6%,15.2%,-2.3%,2.2,0.1%,3.4
CCOC(=O)C1=C(C)N=C2SCCC(=O)N2C1c1ccc(C(=O)OC)cc1 (configuration not stated),-7.8,1.1%,25.9%,-13.1%,-0.1%,3.4%,2.6,-7.0%,-10.2
O=C(CN1CCC(NC(=O)c2cccc(F)c2)CC1)Nc1ccc(Br)cc1,-15.9,-7.7%,-11.3%,-20.7%,-5.5%,?,-8.9,-3.9%,-8.0
COc1ccccc1N1CCN(C(=O)c2oc3cc(C)cc(C)c3c2C)CC1,0.8,7.3%,18.8%,-2.0%,-2.9%,?,7.5,-14.8%,2.5
C/C(=N\Nc1cccc2cccnc12)c1ccccc1O,4.9,12.5%,-13.7%,3.3%,-5.1%,-7.7%,0.1,-2.0%,2.4
COc1ccc(C(=O)N2CCCC(c3ccccc3)=N2)cc1,-4.6,18.7%,7.3%,-9.2%,-5.8%,-3.3%,-5.8,-7.6%,4.3
O=C(NNS(=O)(=O)c1ccccc1)c1cccs1,5.7,0.7%,15.6%,4.5%,19.3%,1.5%,9.8,12.6%,40.5
Cc1nc2c(N)nn(C)c2nc1C,1.2,5.7%,0.3%,2.1%,nt,3.4%,1.1,1.8%,24.0
CCCCOC(=S)NC(=O)c1sc2ccccc2c1Cl,4.8,8.3%,1.0%,2.3%,-6.8%,8.9%,-3.1,11.1%,16.1
CS(=O)(=O)c1ccc(-c2cccc(NC(=O)c3ccc4c(c3)OCO4)c2)nn1,22.6,-6.2%,-3.7%,-4.1%,nt,-1.0%,-5.9,-1.0%,-29.1
Cc1cc(C)c(CN2CCC(n3nccc3NC(=O)C3CCCC3)CC2)cc1C,-18.0,-0.9%,-22.9%,-10.2%,0.0%,0.0%,-19.0,-2.9%,5.8

# Reprinted from the part before: 2 entries, followed by the next part.
SMILES,IL-1B inflam inh,GLP-1R agonist,KB-3-1 tox,HT1080NT lethal,SW480 rerep,KB-V1 MDR tox,DRD3 agonist,HT1080 IDH1KD tx,D3 antag
CS(=O)(=O)c1ccc(-c2cccc(NC(=O)c3ccc4c(c3)OCO4)c2)nn1,22.6,-6.2%,-3.7%,-4.1%,nt,-1.0%,-5.9,-1.0%,-29.1
Cc1cc(C)c(CN2CCC(n3nccc3NC(=O)C3CCCC3)CC2)cc1C,-18.0,-0.9%,-22.9%,-10.2%,0.0%,0.0%,-19.0,-2.9%,5.8
COc1cc(CN(C)CC2CCCN(CCc3cccc(C(F)(F)F)c3)C2)ccc1O (configuration not stated),?,-4.3%,-14.9%,-25.3%,0.1%,-20.5%,-13.9,?,?
CCc1cc(C(=O)NN2C(=O)NC3(CCCCC3)C2=O)sc1C,-3.8,20.8%,nt,-1.2%,20.1%,nt,-5.3,-1.1%,9.5
CN=C1NN=C(c2cc(C)n(-c3c(C)n(C)n(-c4ccccc4)c3=O)c2C)CS1,47.8,3.8%,?,2.5%,28.0%,23.5%,-8.3,9.7%,0.6
Cc1cc(OCC(=O)N2CCOCC2)cc2oc(=O)c3ccccc3c12,-24.3,-0.8%,1.0%,-0.5%,-5.8%,22.0%,-7.0,2.5%,13.8
CCCCNC(=O)CCn1c(=O)c2ccccc2n(CC(=O)N2CC(C)CC(C)C2)c1=O (configuration not stated),7.3,11.5%,9.1%,4.9%,-3.3%,0.0%,4.0,17.6%,0.0
CC(Oc1ccccc1)C(=O)N1CCCc2ccccc21 (configuration not stated),11.6,-0.8%,-4.5%,9.3%,-8.9%,?,-3.4,-1.8%,10.7
Cc1ccc(CN(CCO)CCO)cc1,-6.9,-0.4%,5.8%,15.1%,-5.1%,24.6%,-10.5,6.3%,3.9
CCCN1C2CCCC1CC(NC(=O)C1CCCCC1)C2 (configuration not stated),20.5,-6.0%,-1.7%,?,2.5%,4.0%,1.9,17.2%,?
CCC(=O)N1CCC2(CC1)Oc1ccc(Cl)cc1C(=O)C21CC(c2ccc(Cl)cc2)=NO1 (configuration not stated),?,2.0%,12.1%,-3.6%,1.8%,-12.4%,-1.2,-2.8%,-3.6
O=C(COC(=O)C12CC3CC(CC(O)(C3)C1)C2)N1CCN(S(=O)(=O)c2ccc(Cl)cc2)CC1,-9.3,-7.5%,-2.3%,-0.2%,-2.4%,-0.9%,-0.3,0.8%,-14.9
COc1ccccc1-n1c(SCC(=O)Nc2ccc3c(c2)OCO3)nc2c(c1=O)SCC2,-2.8,-0.3%,0.6%,-3.3%,0.6%,7.31µM*,3.2,-1.8%,4.2
CCN(CC)C(=O)C1CCN(S(=O)(=O)c2cccc3nonc23)CC1,8.9,0.0%,-8.1%,?,?,-6.9%,-10.1,0.8%,-24.4
CC(=O)Nc1cccc(-c2csc(Nc3ccc(C)cn3)n2)c1,-100.3*,-28.0%,-2.5%,?,12.8%,3.7%,8.4,?,8.5
O=S(=O)(Nc1ncccn1)c1ccc(NS(=O)(=O)c2cccc(Cl)c2Cl)cc1,0.0,-0.6%,4.7%,11.0%,1.5%,-3.2%,-0.9,7.7%,3.9
O=C(c1cc(S(=O)(=O)NCc2ccco2)ccc1Br)N1CCOCC1,49.5,-6.7%,7.4%,8.5%,8.8%,-2.7%,-1.6,3.9%,0.4
CCOC(=O)c1sc2nc(C)n(CC(=O)Nc3cccc(Cl)c3)c(=O)c2c1C,nt,-1.5%,18.2%,nt,nt,0.0%,-3.7,nt,nt
O=C1c2ccccc2NC(c2ccc(F)cc2)N1Cc1ccco1 (configuration not stated),-5.5,0.6%,1.4%,-2.6%,1.5%,?,-3.9,-1.9%,15.7
COC(CNC(=O)c1ccc2c(c1)nc(C)n2-c1ccc(F)c(F)c1)OC,-5.0,9.6%,6.4%,2.0%,-2.0%,?,2.8,15.1%,-4.4
CC(C)OCCCNC(=O)C1CCN(S(=O)(=O)N2CCCC2)CC1,-8.7,-0.8%,3.9%,3.2%,-52.0%[inhibitor],6.5%,2.6,8.2%,11.8
CCS(=O)(=O)c1ccc2oc(SCC(=O)NC(C)C3CC4CCC3C4)nc2c1 (configuration not stated),0.3,-13.1%,-9.7%,-1.7%,-4.6%,?,4.0,-6.9%[9.24 µM],13.1
O=C1CC(c2ccccc2)CN1C(=O)c1cccnc1 (configuration not stated),11.2,-2.0%,25.3%,13.2%,-7.2%,-4.7%,6.3,12.3%,2.4
O=C(Nc1ccc2c(c1)OCO2)c1ccc(COc2ccc3c(c2)CCC3)o1,-4.4,4.7%,-0.4%,?,10.5%,8.3%,0.1,-5.7%,27.9
CCCCNCCOCCOc1ccccc1-c1ccccc1,?,-11.4%,-0.1%,-21.9%,?,18.4µM*,-6.0,-18.0%,-86.6*
NC(=O)c1sc2nccc(Nc3ccccc3)c2c1N,-11.6,0.8%,-27.6%,-7.3%,-2.3%,?,0.1,-13.1%,21.7
O=C(c1ccco1)N1CCN(c2ccccc2F)CC1,-19.3,-3.4%,15.2%,?,-0.8%[9.22 µM],5.2%,-0.6,15.8%,-5.8
CCOC(=O)c1ccc(NC(=O)c2c(N)n(C)c(=O)[nH]c2=O)cc1,-7.1,-1.4%,14.1%,0.0%,2.7%,?,21.6,0.0%,1.4
O=C1NC[C@@H](c2ccccc2)OC(=O)[C@H](Cc2ccc(F)cc2)C/C=C\C[C@@H]1CC(=O)N(CCO)Cc1ccccc1,?,-3.6%,?,-27.9%,?,-0.7%,-34.4,?,-67.5*
O=C(Nc1cccc2cccnc12)c1cccc2c(Br)cccc12,nt,0.0%,22.8%,nt,nt,?,7.5,nt,nt
CCc1nc2c(OCc3ccc(C(=O)N(C)C)cc3)cccn2c1N(C)C(=O)Nc1ccccc1OC,-5.3,-3.5%,0.0%,23.1%,nt,3.1%,3.9,3.5%,17.5
COc1ccc(CC(=O)Nc2cc(S(=O)(=O)Nc3ccc(OC)cc3)ccc2OC)cc1,0.0,10.6%,-2.1%,-12.5%,-4.3%,-3.0%,24.0,-2.5%,0.4
CCCSc1ncc(Cl)c(C(=O)Nc2ccc(S(=O)(=O)Nc3ncccn3)cc2)n1,-3.7,2.9%,5.9%,-8.5%,-2.8%,-0.8%,-8.3&5.0,-9.0%,-13.3
C/C(=N\NC(=O)C1CC1)c1cccs1,-2.4,13.8%,-0.7%,-1.0%,99.2%,0.0%,11.5,18.3%,-15.1
CCC1(c2ccc(Cl)cc2)NC(=S)N(c2ccc(C)cc2)N1 (configuration not stated),40.7,-0.2%,?,0.0%,-0.8%,-2.4%,0.3,-0.5%,8.4
O=C(c1ccc(Cl)c(S(=O)(=O)N2CCCCCC2)c1)N1CCN(c2ccccc2O)CC1,-68.3*,-0.4%,-14.2%,-23.3%,-6.0%,?,1.1,-28.0%,5.7
COc1ccc(-c2cc(=O)oc3cc4occ(C)c4cc23)cc1,10.6,-2.4%,1.4%,5.7%[9.24 µM],?,?,4.8,-7.1%,-5.8
CCN=C(NCC)SC1CC(=O)N(c2ccc(F)cc2)C1=O (configuration not stated),-2.9,1.3%,-14.4%,6.5%,0.4%,-3.4%,-2.5,1.2%,0.0
